# Arr AP2 block – inhibitors of beta-arrestin/AP2 binding, primary screen, biochemical, GPCR trafficking, flow cytometry | inhibition, % at 10 µM | beta-arrestin 1 C-terminal peptide binding to AP2 beta2-adaptin appendage (human) | AID 504490, 2011 | FITC-arrestin peptide / GST-AP2 beads; AP2 beta2 appendage carries R879A mutation | 340,000 compounds, 0.31% hits;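 active = inhibition above a set limit, near 3 SD of compounds lacking own fluorescence, cut at about 54% in these data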;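 note: plate controls were DMSO wells for no effect and 5 µM unlabelled arrestin peptide for full effect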
#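 Material – AP2 appendage R879A on GSH beads · Buffer or medium – PBS with 0.05% Tween 20 and 0.1% BSA · Probe or stimulus – fluorescein-tagged arrestin peptide at 50 nM final · Incubation – compound with beads 12 min RT, then probe 1 h RT · Detection – high-throughput flow cytometry of beads, ex 488, em 535 nm · Evaluation – percent response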
# PKA-R1A act – activators of PKA-R1A holoenzyme, primary screen, biochemical, fluorescence polarization, Cy5-IP20, bovine R1A, mouse PKAc. cAMP-dependent protein kinase type I-alpha regulatory subunit (Bos taurus) + …. PKA-R1A dissociation; scaled: DMSO 0%, 113 µM cGMP 100%. activation, % at 11.4 µM. 340,000 compounds, 0.083% hits;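 active = percent activation above the mean of all tested compounds plus 3 SD, cut at about 19% in these data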;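 note: higher means more PKAc released from R1A so a rise in polarization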
# DAGLB inh – DAGLB lipase inhibitors, primary screen, biochemical, fluorescence, HTS; HEK293T DAGLB membrane lysate, EnzChek fluorogenic substrate; Diacylglycerol lipase-beta (Homo sapiens), Q8NCG7; inhibition, % at 5.17 µM; 340,000 compounds, 0.059% hits; in the data active = inhibition above about 34%;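 note: 0% = enzyme with vehicle and 100% = wells lacking enzyme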
# PKA-R2B activ – activators of PKA-R2B holoenzyme, primary screen, biochemical, fluorescence polarization, Cy5-IP20, human | AID 504700, 2011 | 340,000 compounds, 0.079% hits | activation, % at 11.4 µM | PKA-R2B holoenzyme dissociation; R2B truncated from residue 108, S112A mutant; 0% DMSO only, 100% 113 µM cGMP | cAMP-dependent protein kinase catalytic subunit beta (Homo sapiens) + cAMP-dependent …;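 active = activation above a cutoff set at the mean over all compounds plus 3 SD, cut at about 18% in these data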;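 note: higher means more holoenzyme dissociation and a rise in polarization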
# Target sequence (P31323 whole entry, looked up, other chains not shown, the tested form may be a part): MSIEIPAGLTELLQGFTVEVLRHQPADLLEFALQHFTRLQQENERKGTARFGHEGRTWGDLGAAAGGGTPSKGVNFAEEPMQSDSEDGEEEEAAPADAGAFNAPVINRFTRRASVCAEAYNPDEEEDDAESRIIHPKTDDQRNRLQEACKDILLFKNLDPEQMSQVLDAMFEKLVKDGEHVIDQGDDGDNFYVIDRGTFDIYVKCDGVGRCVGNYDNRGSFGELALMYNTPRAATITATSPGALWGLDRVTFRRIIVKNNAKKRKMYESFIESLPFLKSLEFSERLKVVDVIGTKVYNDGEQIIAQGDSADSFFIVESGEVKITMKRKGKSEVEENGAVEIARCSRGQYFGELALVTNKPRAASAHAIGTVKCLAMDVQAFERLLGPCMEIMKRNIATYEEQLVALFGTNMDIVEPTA
# HTR5A inv ctr – HTR5A inverse agonists in luminescence cell assay, primary screen, counter-screen for OPRM1-OPRD1 heterodimer inverse agonist project, full-deck HTS. 5-hydroxytryptamine receptor 5A (Homo sapiens), P47898. HTR5A cell line, inverse agonism. inhibition, % at 9.3 µM. 340,000 compounds, 0.083% hits. AID 504634, 2011; in the data active = inhibition mostly above about 23%, no sharp cut-off; inactive = mostly below about 18%;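 note: 0% = cells with DMSO and 100% = no-cell wells with DMSO; some compounds called inactive have numbers as strong as hits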
# Target sequence (P47898 whole entry, looked up): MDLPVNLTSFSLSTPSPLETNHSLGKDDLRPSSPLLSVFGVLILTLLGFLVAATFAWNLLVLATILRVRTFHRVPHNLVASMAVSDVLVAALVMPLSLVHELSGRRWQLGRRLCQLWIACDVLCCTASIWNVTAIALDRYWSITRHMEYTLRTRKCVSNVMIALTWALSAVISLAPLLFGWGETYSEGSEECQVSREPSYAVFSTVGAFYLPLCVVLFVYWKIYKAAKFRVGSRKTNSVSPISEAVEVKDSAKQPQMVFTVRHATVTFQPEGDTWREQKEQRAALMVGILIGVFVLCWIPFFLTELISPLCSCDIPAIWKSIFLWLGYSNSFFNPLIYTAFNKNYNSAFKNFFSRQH
# HTR5A ag ctr – HTR5A agonists in luminescence cell assay, primary screen, counter-screen for OPRM1-OPRD1 heterodimer agonist project, full-deck HTS. 5-hydroxytryptamine receptor 5A (Homo sapiens), P47898. cell-based. activation, % at 9.3 µM. 340,000 compounds, 0.61% hits. AID 504692, 2011; in the data active = activation mostly above about 9.5%, no sharp cut-off; inactive = mostly below about 7.6%;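 note: 0% = cells with vehicle only and 100% = reference agonist; strong numbers were not always called active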
# MOR-DOR inv ag – inverse agonists of MOR-DOR heterodimerization, primary screen, cell-based, luminescence; cell-based MOR-DOR heterodimer luminescence, inverse agonism; inhibition, % at 9.3 µM; 340,000 compounds, 0.21% hits; in the data active = inhibition above about 22%, passing the limit was not always enough;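 note: 0% = cells with DMSO and 100% = wells without cells with DMSO; values of inactives mirror those of a sister screen read the other way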
# Pemphigus Ab inh – inhibitors of pemphigus antibody binding to DSG3, primary screen, biochemical, bead-based, flow cytometry, scFv-GFP; DSG3-coupled beads, scFv-anti-DSG3-GFP binding; active compounds read low; AID 588358, 2011; Desmoglein-3 (Homo sapiens), P32926; 310,000 compounds, 0.48% hits; binding (percent of control), % at 10 µM;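 active = binding more than 3 SD below its plate's average and above zero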;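 note: hits lower antibody fragment binding to DSG3; some compounds called inactive have numbers as strong as hits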
# MOR-DOR ag – agonists of OPRM1-OPRD1 heterodimerization, primary screen, cell-based, luminescence. Mu-type opioid receptor (Homo sapiens) + Delta-type opioid receptor (Homo sapiens), …. cells. activation, % at 9.3 µM. 340,000 compounds, 0.3% hits. AID 504326, 2011; in the data active = activation above about 18%;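 note: 0% = vehicle-treated cells and 100% = reference agonist; values of inactives mirror those of a sister screen read the other way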
# V-ATPase pHluor – regulators of yeast V-ATPase proton pumping, primary screen, pHLuorin cytosolic pH fluorescence; S. cerevisiae; 350,000 compounds, 0.37% hits; response, % at 10 µM; in the data active = response mostly above about 7.3%, no sharp cut-off; inactive = mostly below about 5.4%; note: actives read high; inactives centre near 0; some compounds called inactive have numbers as strong as hits; reference of the scale not given here
# Numbers without * were called inactive; · = not tested or not shown; & = joins results of further samples.
SMILES,Arr AP2 block,PKA-R1A act,DAGLB inh,PKA-R2B activ,HTR5A inv ctr,HTR5A ag ctr,MOR-DOR inv ag,Pemphigus Ab inh,MOR-DOR ag,V-ATPase pHluor
N#CC1=C(N)N(c2ncn[nH]2)C2=C(C(=O)CCC2)C1c1ccc(F)cc1 (stereo not drawn),8.6,-12.2,2.4,-18.5,-13.3,5.9,-12.5,98.4,1.8,-2.3
Cc1nc2cc(C(=O)OCC(=O)N(CC(C)C)C3CCS(=O)(=O)C3)ccc2n1-c1ccccc1 (stereo not drawn),-0.2,1.8,0.3,4.4,15.5,0.0,8.0,104.2,-1.3,2.5
Oc1ccc(C[C@@H]2CNC(=S)N2CCc2cc(C(F)(F)F)cc(C(F)(F)F)c2)cc1,-0.3,-8.8,-2.2,-14.3,-14.9,1.6,-37.6,106.2,6.7,2.1
CN(C)CC(C)(C)CNC(=O)c1cc(=O)c2ccccc2o1,-5.7,-4.0,-4.2,6.0,16.2,3.7,-7.0,101.6,1.4,-0.8
COc1ccc(CC(C)Nc2cccc(SC)c2)cc1 (stereo not drawn),-9.6,2.2,-1.9,-5.2,2.5,-0.7,-11.6,116.8,2.3,2.6
CCCCn1c(C(C)NC(=O)CC)nc2ccccc21 (stereo not drawn),-8.2,-3.5,4.2,-0.7,-1.8,-4.8,5.3,104.1,-0.9,2.8
O=C(c1nnc(-c2ccncc2)o1)c1ccccc1Cl,-1.3,-2.1,-1.6,6.6,3.4,4.0,2.5,96.6,-0.4,-2.8
COc1ccc(C2CC(C)(c3ccc(OC)cc3)Nc3ccccc3N2)cc1 (stereo not drawn),37.0,-6.9,-3.7,1.3,12.7,-3.1,9.4,97.8,-1.8,-4.8
COc1cc2c(c(OC)c1OC)C(c1ccc(O)cc1)CC(=O)O2 (stereo not drawn),3.5,-3.7,-8.2,-2.0,-11.1,3.0,10.6,98.9,-2.1,-2.3
CC(=O)NC1C(Oc2ccccc2C)OC2COC(c3ccco3)OC2C1O (stereo not drawn),-0.1,2.4,0.2,2.3,-7.0,2.8,16.0,106.5,-3.0,3.8
CC1CC(C)CN(CCCNC(=O)c2ccc(CS(=O)(=O)Cc3ccccc3F)o2)C1 (stereo not drawn),59.3*,7.8,1.4,2.3,18.3,-2.6,-13.5,106.6,2.4,0.0
O=C(CCc1cnccn1)NC1CCCc2c1cnn2-c1ccc(F)cc1F (stereo not drawn),0.6,0.6,0.0,-9.1,3.9,-1.6,8.4,95.5,-1.7,-1.1
COc1cc(-c2nnc(SCC(=O)N3c4ccccc4Sc4ccccc43)o2)cc(OC)c1OC,-8.3,-4.8,-0.9,0.0,23.9,-9.4,15.0,100.1,-2.7,0.9
CCOCCCNc1nc2c(C)cccn2c(=O)c1/C=C1\SC(=S)N(C(C)CC)C1=O (stereo not drawn),-6.7,5.3,-1.1,-2.5,-2.3,0.1,-93.0,180.4,18.2*,6.2
CCN(CC)CCCN(Cc1cc2cc(OC)ccc2[nH]c1=O)C(=O)Nc1ccc(F)cc1,22.9,-8.5,2.3,-11.3,-6.1,-0.8,5.2,125.8,-0.9,0.7
CC1SCC(=O)N(CC(=O)Nc2ccc3c(c2)OCO3)C1=O (stereo not drawn),11.4,0.3,-6.2,-0.8,3.8,-1.6,28.4,94.0,-5.8,-1.1
CCOc1ccc(Cl)cc1CNCCCSc1nc(C)cc(C)n1,-5.0,-1.4,-0.3,-0.5,7.3,-2.0,4.3,101.9,-0.9,1.0
COc1cc2c(cc1OC)CN(C(=O)NS(=O)(=O)c1ccc(C)cc1)CC2,14.3,-2.6,0.5,-9.5,16.3,-6.2,14.9,·,-2.5,2.5
COc1ccccc1N1C(N)=NC(N)=NC1(C)C,3.5,-3.1&-1.0,-2.6&1.4,-9.1&-3.2,8.0,-3.6,7.6,107.0&99.7,-1.5,1.4&-3.3
COc1c(Cl)cnn(-c2ccccc2)c1=O,8.9,-7.1,-4.2,-4.7,0.9,-0.3,6.4,99.5,-1.1,0.1
CN1CCN(C(=O)C2CCCN(S(=O)(=O)c3ccc(Br)cc3)C2)CC1 (stereo not drawn),30.4,1.5,3.2,3.7,1.9,1.0,-2.3,111.0,0.4,4.8
CCOc1cc(Cl)c(CNCCCN2CCOCC2)cc1OC,-11.1,-6.3,1.3,-6.8,-6.6,3.3,11.3,115.1,-2.2,-1.2
COc1ccc(-c2cccc(C(=O)Nc3ccccc3C)c2)cc1,-17.6,7.8,0.1,-2.0,9.6,-3.7,9.3,96.5,-1.8,0.0
Fc1ccc(NC(=S)N2CCn3cccc3C2c2cccnc2)cc1 (stereo not drawn),3.5,7.7,-1.1,-3.6,-1.1,0.5,10.4,113.5,-2.2,-1.4
CN(CCC#N)C(=O)CSc1nnc(-c2ccco2)n1N,12.5,6.8,-1.9,7.3,-4.1,-0.1,6.8,114.1,-1.4,-1.8
Cc1ccc(Nc2nc(CSc3nnnn3-c3ccccc3)cs2)cc1,-4.3,-4.7,-0.1,-17.3,-6.7,-1.4,-24.1,108.6,4.4,5.2
Cc1ccc(S(=O)(=O)ON2C(=O)c3ccccc3C2=O)c(C)c1,-1.1,-3.8,-1.1,0.8,-26.4,10.5,3.9,97.3,-0.7,8.1*
Cc1nccn1CC(O)Cn1c2ccccc2c2ccccc21 (stereo not drawn),-0.3,-8.3,-2.6,-0.1,-20.2,7.3,3.1,·,-0.6,3.2
Cn1c(=O)c2ncn(CC(=O)NCCOc3ccccc3)c2n(C)c1=O,-0.8,2.8,0.1,6.7,·,·,·,103.6,·,-2.6
O=C(CC1C(=O)N(c2ccc(Cl)cc2)C(=S)N1CCc1ccncc1)Nc1ccc(F)cc1 (stereo not drawn),7.7,5.0,0.6,4.7,-2.9,5.8,-7.3,105.0,1.3,-5.1

# 3 structures out of the list, ordered by number of heavy atoms, high to low:
SMILES,Arr AP2 block,PKA-R1A act,DAGLB inh,PKA-R2B activ,HTR5A inv ctr,HTR5A ag ctr,MOR-DOR inv ag,Pemphigus Ab inh,MOR-DOR ag,V-ATPase pHluor
O=C(CC1C(=O)N(c2ccc(Cl)cc2)C(=S)N1CCc1ccncc1)Nc1ccc(F)cc1 (stereo not drawn),7.7,5.0,0.6,4.7,-2.9,5.8,-7.3,105.0,1.3,-5.1
Cc1ccc(Nc2nc(CSc3nnnn3-c3ccccc3)cs2)cc1,-4.3,-4.7,-0.1,-17.3,-6.7,-1.4,-24.1,108.6,4.4,5.2
COc1ccc(-c2cccc(C(=O)Nc3ccccc3C)c2)cc1,-17.6,7.8,0.1,-2.0,9.6,-3.7,9.3,96.5,-1.8,0.0

# Continuation:
SMILES,Arr AP2 block,PKA-R1A act,DAGLB inh,PKA-R2B activ,HTR5A inv ctr,HTR5A ag ctr,MOR-DOR inv ag,Pemphigus Ab inh,MOR-DOR ag,V-ATPase pHluor
O=C(C1CC1)N1CCN=C1SCc1cccc(F)c1,7.4,3.0,-0.1,-10.7,-4.5,1.6,9.8,·,-1.8,-0.2
CCCCOc1ccccc1NC(=O)CC1SC(=NCC)N(CC)C1=O (stereo not drawn),0.2,-3.6,-10.6,-4.7,-8.4,3.3,-11.3,108.1,2.0,5.3
O=C(CN1C(=O)NC2(CCCC2)C1=O)NCc1ccco1,-9.6,-15.2,-0.7,-9.0,12.0,-4.9,8.4,106.4,-2.0,-1.4
COc1ccc(-c2nc(-c3cccnc3)no2)cc1,-11.5,-6.0,-7.0,2.2,-19.0,0.5,13.6,·,-2.8,3.8
O=C(Cn1cc([N+](=O)[O-])ccc1=O)N1CCCc2ccccc21,23.6,-10.5,-3.1,2.9,-17.9,0.4,12.5,100.9,-2.3,-0.4
CN1C(=O)c2ccc(S(=O)(=O)c3ccc(C(=O)O)cc3)cc2C1=O,-8.3,1.1,3.6,-4.4,-0.1,0.6,0.8,122.5,-0.1,1.0
O=C(N/N=C/c1cc([N+](=O)[O-])ccc1O)c1cc(-c2ccccc2)nc2ccccc12,-1.6,-9.1,5.6,-12.4,-15.9,-2.1,8.7,·,-1.7,2.6
CCCCC(CC)COC(=O)C(C#N)=C(c1ccccc1)c1ccccc1 (stereo not drawn),1.9,-6.5,-13.2,-6.2,-3.1,0.7,14.2,105.5,-2.7,-0.1
C/C(=N\NC(=O)c1nnn(-c2nonc2N)c1-c1ccccc1)c1cccnc1,-15.7,-3.6,-1.3,6.5,2.8,1.1,8.7,·,-1.7,1.3
CC(C)OC(=O)CN1C(=O)c2ccccc2C1=O,18.4,-6.6,-0.3,-0.6,0.8,-0.3,0.3,104.2,-0.1,7.2
O=C(NC1CCCC1)C(c1ccccn1)N(Cc1ccccc1F)C(=O)c1csnn1 (stereo not drawn),-2.4,-3.9,-0.5,1.1,-9.4,3.2,-5.2,97.6,0.7,-1.0
COc1ccc(/C=C/C(=O)NCC(=O)N/N=C/c2cccnc2)cc1,-10.4,8.3,0.0,-2.6,8.2,-2.9,7.0,101.5,-1.3,1.1
COC(C(=O)Nc1ccnn1C1CCN(Cc2ccccn2)CC1)c1ccccc1 (stereo not drawn),40.9,2.6,-1.2,-10.4,-36.1,-5.2,8.4,102.2,-1.2,-0.3
CCC(CO)Oc1cc(NC(=O)c2ccccc2Cl)c2ncn(C(C)C)c2c1 (stereo not drawn),44.4,-4.2,-2.1,-1.2,-27.7,9.4,-4.0,94.2,0.7,0.6
Cc1cc(N2CCC(C)CC2)nc(-c2ccccc2O)n1,-1.7,-7.1,-11.6,-4.1,9.2,4.5,-12.9,101.8,2.5,6.5
Cc1ccc(S(=O)(=O)NC(C(=O)OCC(=O)NC(=O)c2cccn2C)C(C)C)cc1 (stereo not drawn),6.3,-4.4,-0.4,2.3,-5.8,3.5,2.4,100.4,-0.4,-3.7
Cn1c(SCC(=O)NC2CC2)nnc1-c1ccccn1,30.4,-17.9,-1.8,-6.3,-5.8,3.3,15.7,·,-3.0,-1.4
Cc1cc(C)nc(Sc2ccc([N+](=O)[O-])cc2[N+](=O)[O-])n1,-1.0,-7.9,-2.1,-13.6,-18.2,-4.4,-22.7,93.4,4.5,2.3
COc1ccccc1/C=C/CN1CCCC(CCC(=O)NCc2ccccc2F)C1 (stereo not drawn),21.3,3.1,-3.5,-5.2,-6.2,-1.7,9.6,·,-2.1,-1.3
Cc1cc(O)c(NC(=O)c2cc([N+](=O)[O-])ccc2Cl)cc1C,32.7,-21.9,3.7,-10.6,27.5,5.5,4.1,106.3,-0.8,-1.1

# Screens as filed in PubChem BioAssay.
